ALOX12 inh: Primary qHTS assay for inhibitors of human arachidonate 12S-lipoxygenase (ALOX12): Round 2; purified 12hLO, xylenol orange hydroperoxide absorbance; Potency, µM (highest dose often 108 µM), for inactives: at the top dose activity change, negative = inhibition, hits mostly inhibitors; hit rate 1.1% among 580,000; note: potency is the fitted concentration of half-maximal effect; % is set by controls: 0 for no effect and ±100 for the full control effect
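Hydroperoxide product was detected by ferrous iron/xylenol orange as the 573 to 405 nm absorbance ratio. Arachidonic acid at 40 uM (final) was turned over for 30 min at room temperature by 150 nM human 12hLO, pH 7.0 Hepes buffer, after 15 min compound preincubation.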
Glioma ERSR ind: qHTS for Inducers of the Endoplasmic Reticulum Stress Response (ERSR) in Human Glioma: qHTS; U87-MG GRP78 promoter luciferase reporter, 16 h; Potency, µM, inactives show at the top dose activation, most hits filed as activators; hit rate 0.02% among 420,000; note: potency is the fitted concentration of half-maximal effect; series mostly up to about 76 µM; % of control where 0% means no effect; nearly all actives have a fitted effect of over 35% in size
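ERSR induction read as luciferase luminescence (Bright-Glo, 10 min at room temperature) in stably transfected human U87-MG glioma cells exposed to compounds for 16 h, using GRP78 as sensor.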
D2 antagonist: HTS Assay for Allosteric Antagonists of the Human D2 Dopamine Receptor: Primary Screen for Antagonists; inhibition, % at 10 µM; HEK293 TREx D2 cells, calcium flux, dopamine EC80; hit rate 2% among 340,000; AID 485344, 2010; D(2) dopamine receptor (Homo sapiens), P14416; in the data active = inhibition above about 30%; note: 0% is about no effect
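Dopamine at EC80 is the agonist stimulus; test compounds precede it by 180 s. Calcium flux read kinetically in a force-coupled, inducible HEK293 T-REx D2 cell line.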
ERG Ets-DNA blk: qHTS for Small Molecule Inhibitors of the ERG Ets/DNA interaction; hit rate 0.028% among 370,000; AID 624246, 2012; Transcriptional regulator ERG (Homo sapiens), P11308; Potency, µM (titrated, usually from 76.9 µM), for inactives: top-dose FP activity, negative = inhibition, most hits filed as inhibitors; fluorescence polarization, His-ERG Ets domain / labelled DNA; active = well fitted inhibition curve with a large enough effect in the polarisation, with a control signal flat; inconclusive = small, poorly fitted or top-dose-only effect, or effect the other way, or a change in a side signal; inactive = no such curve, though single readings can be large or run the other way; the % refers to the polarisation;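 note: polarization taken with two DNA probes labelled with fluorescein and Texas red; potency is the fitted concentration of half-maximal effect; % of control where 0% means no effect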
Target sequence (P11308 whole entry, looked up, the tested form may be a part): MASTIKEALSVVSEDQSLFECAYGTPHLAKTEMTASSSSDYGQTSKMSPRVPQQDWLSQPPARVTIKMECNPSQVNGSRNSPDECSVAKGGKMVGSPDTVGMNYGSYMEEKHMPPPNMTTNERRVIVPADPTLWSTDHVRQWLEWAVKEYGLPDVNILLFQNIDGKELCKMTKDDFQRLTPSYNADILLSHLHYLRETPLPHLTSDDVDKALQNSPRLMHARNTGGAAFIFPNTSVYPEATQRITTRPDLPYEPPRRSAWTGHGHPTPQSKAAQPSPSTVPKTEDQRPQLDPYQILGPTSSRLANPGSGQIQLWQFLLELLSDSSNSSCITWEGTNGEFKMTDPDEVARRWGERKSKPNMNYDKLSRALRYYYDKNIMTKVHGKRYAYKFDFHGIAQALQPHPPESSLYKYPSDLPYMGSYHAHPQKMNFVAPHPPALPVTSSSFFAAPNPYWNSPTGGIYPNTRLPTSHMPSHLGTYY
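His-tagged ERG Ets domain (1 uM in the protein solution; 300mM KCl, 50mM Tris-HCl, 1mM EDTA, 1mM DTT, pH 7.5) received compound, then a probe mix of 5 nM fluorescein-DNA and 100nM Texas-615-DNA. Fluorescence polarization was read for both dyes.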
Vif-A3G inh: qHTS for Inhibitors of Vif-A3G Interactions: qHTS | DNA dC->dU-editing enzyme APOBEC-3G (Homo sapiens), Q9HC16 | HeLa A3G-eYFP + Vif (tagged APOBEC3G with the HIV-1 protein that degrades it), YFP fluorescence, overnight | Potency, µM (series often up to 46.1 µM), without a hit: at the top dose activity, negative = active, usual class: inhibitors | hit rate 0.076% among 410,000 | AID 602310, 2012;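 note: potency is the fitted concentration of half-maximal effect; % is set by controls: 0 for no effect and ±100 for the full control effect; nearly all actives have a fitted effect of over 60% in size; hits raise eYFP signal because A3G escapes Vif-driven loss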
Target sequence (Q9HC16 whole entry, looked up): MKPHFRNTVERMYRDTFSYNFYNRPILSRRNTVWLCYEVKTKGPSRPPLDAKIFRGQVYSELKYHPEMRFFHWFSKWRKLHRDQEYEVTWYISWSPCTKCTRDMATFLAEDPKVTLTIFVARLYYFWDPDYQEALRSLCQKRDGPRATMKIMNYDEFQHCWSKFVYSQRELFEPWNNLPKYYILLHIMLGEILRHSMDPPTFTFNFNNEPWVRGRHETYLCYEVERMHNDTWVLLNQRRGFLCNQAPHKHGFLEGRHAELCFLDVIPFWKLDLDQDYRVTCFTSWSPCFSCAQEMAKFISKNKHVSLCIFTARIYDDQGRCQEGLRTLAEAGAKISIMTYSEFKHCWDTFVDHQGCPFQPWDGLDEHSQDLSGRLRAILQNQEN
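Read-out is eYFP fluorescence (Ex 488/Em 500-530) from Vif-expressing HeLa A3G-eYFP cells; more signal means A3G escaped Vif-mediated degradation. Cells plated overnight, compound pinned in, incubated overnight at 37 deg C.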
LDHA inh: qHTS assay for inhibitors of human lactate dehydrogenase | activity change, % (values are at about 110 or 230 µM) | AID 1347041, 2019 | hit rate 0.15% among 480,000 | L-lactate dehydrogenase A chain (Homo sapiens), P00338 | purified LDHA, NADH/diaphorase-resazurin fluorescence; hits give low values; in the data active = activity change below about -30%; inconclusive = mostly about -25% to -30%;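 note: plate controls were DMSO wells for no effect and wells without enzyme for full effect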
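Resorufin fluorescence (ex540/em590), read at 0 and 20 min after diaphorase/resazurin addition, reports the NADH left after a 5 min room-temperature reaction of 2 nM human LDH5 with 0.06 mM NADH and 0.2 mM pyruvate.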
D2 ag: HTS Assay for Allosteric Agonists of the Human D2 Dopamine Receptor: Primary Screen for Agonists; D(2) dopamine receptor (Homo sapiens), P14416; HEK293 T-REx D2 cells, calcium flux agonist mode; activation, % at 2 µM; hit rate 0.53% among 340,000;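 active = activation over 3 SD above normal in the single-dose calcium agonist read, cut at about 30% in these data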; note: 0% is about no effect
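HEK293 Trex D2 cells, tetracycline-induced, o/n 30 C 5% CO2; no-wash Ca dye, RT 30–90 min; 10-cycle baseline, 23 nl cpd added, kinetic Ca read 180 s; agonist hits = positive Ca response.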
RGS4 inh: Inhibitors of Regulator of G Protein Signaling (RGS) 4: qHTS | Regulator of G-protein signaling 4 (Homo sapiens), P49798 | Transcreener GDP fluorescence polarization, RGS4-accelerated GTP hydrolysis | Potency, µM (series often up to 114 µM), for inactives: at the top dose activity change, negative = inhibition, usual class: inhibitors | hit rate 0.039% among 390,000 | AID 504845, 2011; note: potency is the fitted concentration of half-maximal effect; % is set by controls: 0 for no effect and ±100 for the full control effect; nearly all actives have a fitted effect of over 75% in size; some results filed as inactive show a strong effect at the top dose
Target sequence (P49798 whole entry, looked up): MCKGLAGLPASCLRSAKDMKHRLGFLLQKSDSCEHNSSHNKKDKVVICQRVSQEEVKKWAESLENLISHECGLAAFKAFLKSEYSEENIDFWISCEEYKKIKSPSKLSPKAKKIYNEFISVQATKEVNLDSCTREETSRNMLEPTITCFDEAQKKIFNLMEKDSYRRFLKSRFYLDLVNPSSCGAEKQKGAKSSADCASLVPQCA
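MLSMR compounds (23 nl, pin-transferred) preincubated 10 min at room temperature with a 500nM (2x) first reagent, then RGS4 at 900nM (2x) plus Transcreener GDP mix added; fluorescence polarization (620/688 nm) read before and after 90 min at 30 °C.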
Vif-A3F inh: qHTS for Inhibitors of Vif-A3F Interactions: qHTS; HeLa A3F-eYFP + Vif (tagged APOBEC3F with the HIV-1 protein that degrades it), YFP fluorescence increase; Potency, µM (top dose mostly 46.1 µM), without a hit: top-dose activity, negative = active; hit rate 0.2% among 390,000; AID 602313, 2012; note: potency is the fitted concentration of half-maximal effect; % of control where 0% means no effect; nearly all actives have a fitted effect of over 65% in size
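HeLa cells stably expressing A3F-eYFP plus Vif, plated and incubated overnight at 37 deg C, then exposed to compounds overnight at 37 deg C. Blocked degradation read as raised yellow fluorescence (Ex 488/Em 500-530).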
The depositor's hits bear a star; i = inactive; ? = inconclusive; / = not tested or not shown; & = joins results of further samples; [ ] = dose if it differs, or a comment. Unless noted, calls come from the whole dose curve; as a rule, active = well fitted curve in the direction sought with a large enough effect; inconclusive = small, poorly fitted or top-dose-only effect, or another doubt; inactive = no such curve, though single readings can be large; an effect the other way counts as inactive or inconclusive. Some of the compounds tested. The share of hits here may be higher or lower than overall.

SMILES | ALOX12 inh | Glioma ERSR ind | D2 antagonist | ERG Ets-DNA blk | Vif-A3G inh | LDHA inh | D2 ag | RGS4 inh | Vif-A3F inh
COc1cccc(NC(=O)CN(C)C(=O)c2ccc(NS(=O)(=O)c3ccc(F)cc3)cc2)c1 | -1% | -5% | -15 | -7% | -4% | -1 | 1.2 | 8% | -13%
CCCn1nnnc1NC(=O)c1cc(Br)ccc1OC | -2% | -5% | 14 | 2% | -6% | -5 | -0.3 | 10% | 4%
CCc1nnc(NC(=O)CCC(=O)N2CCN(S(=O)(=O)c3ccc(OC)cc3)CC2)s1 | 1% | -1% | -3 | -6% | -3% | -2 | -0.7 | 12% | -4%
O=C(NC1CCCc2c1cnn2-c1cc(F)cc(F)c1)c1cc[n+]([O-])cc1 (configuration not stated) | 282%[activator] | -5% | 9 | 12% | 2% | -1 | 1.0 | -6% | 0%
CCCCn1nc(NC(=O)c2cccc(Cl)c2)c2cc3ccc(C)cc3nc21 | -18% | -2% | / | -4% | 0% | -15 | 0.2 | 22% | -5%
O=S(=O)(c1ccc(Br)cc1)N1CCN=C1SCc1cccnc1 | 2% | -3% | 0 | -1% | -1% | -3 | -1.4 | -3% | -6%
N/C(=C/C(=O)c1ccccc1O)C(F)(F)F | / | -2% | -19 | 6% | -1% | -5 | 0.5 | 11% | 2%
O/N=C1\CC(O)Cc2nonc21 (configuration not stated) | 0% | 0% | 1 | -5% | 0% | -6 | 0.5 | 11% | -9%
CCC(=O)c1ccc(OCC(=O)N2CCN(c3ncccn3)CC2)cc1 | -2% | -2% | -9 | 5% | -1% | -6 | -0.6 | -14% | -2%
O=c1[nH]c(SCc2ccccc2)nc2c1sc1ccccc12 | ? | -2% | 15 | 5% | 0% | -3 | 2.5 | -28% | -17%
O=C(NCc1ccccc1)c1cc(C2CCCN(C(=O)c3ccc4c(c3)CCO4)C2)on1 (configuration not stated) | 5% | -3% | / | / | 0% | -9 | / | / | /
Cc1nc2ccccc2c(=O)n1NC(=O)C1CC1 | -1% | -2% | 10 | -4% | 0% | -2 | 4.9 | -10% | -10%
COc1ccc(OC)c(C(=O)N2CCC(C(=O)c3ccc(F)cc3)CC2)c1 | 0% | -3% | -41 | 3% | 1% | -6 | 0.2 | 9%[11.4 µM] | 0%
O=c1c(Cl)c(N2CCOCC2)cnn1-c1ncc(C(F)(F)F)cc1Cl | -3% | -1% | -20 | -1% | -8% | -5 | 4.0 | 15% | -8%
O=C1COc2cc(S(=O)(=O)CCC(=O)N3CCCCC3)c(Cl)cc2N1 | 7% | -2% | / | -8% | 1% | -3 | / | 2% | 4%
CC1Cc2ccccc2N1Cc1nc2cc(Cl)ccc2c(=O)[nH]1 (configuration not stated) | 0% | 1% | -4 | -1% | -7% | 6 | 0.6 | -28% | -4%
COc1ccccc1NC(=O)CC(=O)c1cccc([N+](=O)[O-])c1 | -15% | -3% | / | -14% | 1% | 0 | / | 1% | -3%
COc1cccc(-c2ccc(-c3noc(-c4ccccc4F)n3)c(OC)n2)c1 | -21% | -3% | 40* | -4% | 0% | -3 | 1.2 | -11% | 0%
Cc1ccc(Cn2ccc(=O)c(Cc3c(Cl)cccc3Cl)c2C)cc1 | 31%[activator] | -4% | -4 | -8% | -1% | 0 | -0.2 | 20% | 6%
COc1ccc(Cl)cc1-c1csc(N)n1 | 7% | 6% | 8 | 9% | -4% | -1 | -1.7 | -26% | -2%
Cc1cccc(-n2ncc(C(=O)NCc3ccco3)c2C2CCN(C(=O)OC(C)(C)C)CC2)c1 | -19% | -2% | / | 3% | -1% | -2 | -1.7 | 18% | 2%
COc1ccccc1N1CCN(C(=O)CSc2nc3ccccc3nc2Cc2ccc(C)cc2)CC1 | -21% | -2% | / | 0% | -4% | -15 | 0.0 | 15% | -6%
COc1ccc(N=C2NC(=O)/C(=C\c3ccco3)S2)cc1 | -9% | 3% | -13 | 5% | -10% | -19 | 0.0 | -7% | -25%
CC(=O)Nc1cc2c3c(cccc3c1)-c1ccccc1-2 | 9% | 8% | / | -3% | ? | -5 | / | 10% | -413%

Part of the list above, reduced to Vif-A3F inh:
SMILES | Vif-A3F inh
CC1Cc2ccccc2N1Cc1nc2cc(Cl)ccc2c(=O)[nH]1 (configuration not stated) | -4%
COc1ccccc1NC(=O)CC(=O)c1cccc([N+](=O)[O-])c1 | -3%

Carrying on.
SMILES | ALOX12 inh | Glioma ERSR ind | D2 antagonist | ERG Ets-DNA blk | Vif-A3G inh | LDHA inh | D2 ag | RGS4 inh | Vif-A3F inh
CCOc1cccc(OCCOCCN(C)Cc2ccccc2)c1 | i | -1% | 30* | 8% | -4% | -2 | 0.1 | -9% | 3%
CCc1ccc2oc(C(=O)N(Cc3ccc(N(C)C)cc3)Cc3ccco3)c(C)c2c1 | -30% | / | / | -1% | / | 1 | 1.5 | 7% | /
Cc1ccc(C(C(=O)NC2CCCCC2)N(C(=O)Cc2c[nH]c3ccccc23)c2ccccc2)o1 (configuration not stated) | ? | 1% | / | -2% | -9% | 12 | / | -28% | -4%
C=C1CCC[C@]2(C)C[C@H]3OC(=O)C(CNCCN(C)C)[C@H]3CC12 (some centres not stated) | -17% | -6% | -9 | 8% | -10% | -1 | 0.1 | 19% | -18%
Cc1cc(=O)oc2cc(OCC(=O)N3CC[C@@]4(O)CCCC[C@H]4C3)c(Cl)cc12 | -6% | 3% | -15 | 2% | -5% | -2 | 0.3 | 2% | -2%
COC(=O)c1cc(N2C(=O)C3C4C=CC(CC4)C3C2=O)ccc1Cl (configuration not stated) | 21% | -5% | -2 | -1% | 3% | -5 | -1.3 | -4% | ?
O=C(COC(=O)Cc1ccc(Cl)cc1Cl)NC1CC1 | -7% | -2% | / | 9% | -1% | -6 | / | 4% | 3%
Cc1oc(S(=O)(=O)N2CCCC2)cc1C(=O)Nc1ccccc1 | ? | -3% | 2 | -9% | -1% | -5 | -0.5 | -46% | -3%
Cc1ccccc1S(=O)(=O)N1[C@@H](c2cccc(Cl)c2)C(C(=O)OC(C)(C)C)=CC[C@H]1c1ccc(Cl)cc1 | 23% | -2% | / | / | 0% | 0 | / | / | /
CC(=O)Nc1cccc(NC(=O)CSc2nnc(Cc3cccn3C)n2CCc2ccccc2)c1 | 6% | 0% | -11 | -1% | -5% | 2 | 0.4 | -22% | -4%
NS(=O)(=O)c1cccc(NC(=O)CSc2nc3ccccc3[nH]2)c1 | -9% | 0% | 10 | -5% | -9% | -9 | 0.3 | 7% | 0%
Fc1ccc(NC(=S)Nc2cccc3ccccc23)cc1 | 0% | 9% | 2 | 13% | 0% | 1 | 0.9 | -22% | ?

Copied from the list:
`COC(=O)c1cc(N2C(=O)C3C4C=CC(CC4)C3C2=O)ccc1Cl` (configuration not stated) in RGS4 inh is listed with -4%
`NS(=O)(=O)c1cccc(NC(=O)CSc2nc3ccccc3[nH]2)c1` in ALOX12 inh is listed with -9%
`Cc1ccccc1S(=O)(=O)N1[C@@H](c2cccc(Cl)c2)C(C(=O)OC(C)(C)C)=CC[C@H]1c1ccc(Cl)cc1` in Vif-A3G inh is listed with 0%
`Cc1oc(S(=O)(=O)N2CCCC2)cc1C(=O)Nc1ccccc1` in Glioma ERSR ind is listed with -3%
`Fc1ccc(NC(=S)Nc2cccc3ccccc23)cc1` in ERG Ets-DNA blk is listed with 13%

Continuation.
SMILES | ALOX12 inh | Glioma ERSR ind | D2 antagonist | ERG Ets-DNA blk | Vif-A3G inh | LDHA inh | D2 ag | RGS4 inh | Vif-A3F inh
O=C(O)C1=C[C@@H](C2CC2)C[C@@H](OCc2ccc(CO)cc2)O1 | 341%[activator] | -3% | -8 | -11% | 3% | -8 | -0.4 | 7% | -3%
CCOC(=O)N1CCN(S(=O)(=O)N2CCCC(C(=O)NCc3cccc(OC)c3)C2)CC1 (configuration not stated) | 3%&0% | -4%&-1% | 18 | 3%&-6% | -1%&6% | -2&-1 | -0.1&-0.1 | -2%&-2% | 1%&0%
C=CCn1c(=S)[nH]c2scc(-c3ccc(C)o3)c2c1=O | -21% | -2% | 32* | -1% | 6% | -8 | 1.8 | -99% | 0%
COc1ccc(NC(=O)CSc2nnc(C)n2C2CCCCC2)cc1 | -7% | 2% | 13 | -3% | -5% | -10 | -0.5 | 1% | -3%
Cc1ccc(Cl)cc1Nc1nn2c(=O)c3ccc(C(=O)NC4CCCCC4)cc3nc2s1 | -5% | -3% | / | 5% | -3% | -5 | -0.7 | 16% | -9%
CCN(CC)S(=O)(=O)c1ccc(N2CCOCC2)c(NC(=O)c2ccc(NC(C)=O)cc2)c1 | 14% | 0% | / | -6% | -9% | -6 | / | 8% | 0%
